Source: PubChem (several laboratories)
RmlCD inh 1536: M. tuberculosis RmlC/RmlD coupled enzyme inhibitors, primary screen, biochemical, compound mixtures, 384-well, from 1536-well plates. dTDP-4-dehydrorhamnose reductase (Mycobacterium tuberculosis (strain ATCC 25618 / H37Rv)) …. RmlC+RmlD coupled enzyme assay, percent inhibition; primary screen in compound mixtures. inhibition, % at 3.6 µM. 160,000 compounds, 0.03% hits; in the data active means inhibition mostly above about 34%, no sharp cut-off; inconclusive means no clear call, values can overlap the other calls; inactive means mostly below about 22%; further: some results filed as inactive read as strong as hits
Target sequence (P9WH09 whole entry, looked up): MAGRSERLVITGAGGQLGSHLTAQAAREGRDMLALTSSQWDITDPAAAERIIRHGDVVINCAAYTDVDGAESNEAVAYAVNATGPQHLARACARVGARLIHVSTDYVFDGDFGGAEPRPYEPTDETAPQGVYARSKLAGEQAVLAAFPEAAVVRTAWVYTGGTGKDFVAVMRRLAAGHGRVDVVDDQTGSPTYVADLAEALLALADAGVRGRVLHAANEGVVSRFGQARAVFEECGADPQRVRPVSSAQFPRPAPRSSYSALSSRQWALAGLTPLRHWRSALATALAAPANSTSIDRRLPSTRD
Target sequence (P9WH11 whole entry, looked up): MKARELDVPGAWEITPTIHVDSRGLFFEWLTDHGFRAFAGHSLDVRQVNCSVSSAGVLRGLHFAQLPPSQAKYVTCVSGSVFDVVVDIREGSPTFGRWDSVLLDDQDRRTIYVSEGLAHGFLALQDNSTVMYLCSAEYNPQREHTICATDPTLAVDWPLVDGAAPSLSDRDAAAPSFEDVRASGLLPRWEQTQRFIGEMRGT
GlmU inhibition: inhibition of mycobacterial GlmU enzyme – biochemical, glucosamine-1-phosphate acetyltransferase (AID 1376) | inhibition, %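 (tested at 30 µM in the primary screen)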; hits with a dose series show IC50 in µM | 220,000 compounds, 0.25% hits | M. tuberculosis GlmU acetyltransferase enzyme assay; higher % means a stronger effect; in the data active means inhibition above about 13%; inconclusive means no clear call, values can overlap the other calls;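 further: 0% = complete reaction with vehicle and 100% = reaction without substrate; strong numbers were not always called active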
The depositor's hits bear a star; ? = inconclusive; · = no result given.

SMILES	RmlCD inh 1536	GlmU inhibition
CC1(C)CC(=O)C(/C=N/c2ncccc2C(=O)O)=C(O)C1	·	4.3%
Cc1cc(C)c2c(CN3CCN(Cc4ccc5c(c4)OCO5)CC3)cc(=O)oc2c1	18.9	-0.7%
O=C(Nc1ccccc1C(=O)NCC1CCCO1)c1ccccc1 (stereo unspecified)	-0.9	0.1%
CCOc1ccc(/C=c2\sc3nc(-c4ccco4)nn3c2=O)cc1OCC	104.0	-1.8%
C=CCNC(=O)C1CCN(S(C)(=O)=O)CC1	3.5	5.2%
O=C(Cc1ccccc1[N+](=O)[O-])N1CCc2ccccc2C1	-14.9	6.9%
Cc1ccc(Nc2nc(N)nc(CCl)n2)c(C)c1	4.4	-1.1%
COC(=O)c1ccc(CSc2nc(-c3ccco3)cc(C(F)(F)F)n2)o1	·	-1.6%
CCN(CC)C(=O)CSc1nc2sc(C)c(C)c2c(=O)[nH]1	2.3	0.9%
S=C(NCCCNC(=S)Nc1ccccc1)Nc1ccccc1	11.1	-3.0%
Cc1cccc(Cl)c1OCCCCn1ccnc1	0.8	-2.2%
COc1ccc(CC(C)N2CCN(c3cccc(C(F)(F)F)c3)CC2)cc1OC (stereo unspecified)	-6.3	-0.9%
O=c1c(-c2ccccc2)coc2cc(O)ccc12	12.1	2.4%
Cc1csc(SCC(=O)Nc2ccccc2[N+](=O)[O-])n1	-3.6	-3.5%
CC(=O)Nc1ccc2c(c1)ncn2-c1ccc(C)cc1	3.5	0.8%
CCCCNC(=O)COC(=O)c1ccc(Cl)c(S(N)(=O)=O)c1	·	0.7%
CCc1n[nH]c(=S)n1/N=C/c1c(C)nn(-c2ccccc2)c1Cl	-14.0	5.9%
O=C(/C=C/c1ccc(Br)o1)NC(c1ccccc1)c1ccccc1	10.7	3.2%
CC(C)(C=O)C1=CC(=O)c2ccccc2C1=O	-13.7	-3.6%
CCC1Oc2nc(SC)nnc2-c2ccccc2N1C(=O)c1ccccc1 (stereo unspecified)	46.4	-1.1%
COc1ccc(Cn2cnc3c(NS(C)(=O)=O)c(C)c(C)cc32)cc1	-6.2	6.0%
COc1ccc(CCNC(=S)NCc2ccc(Cl)c(Cl)c2)cc1OC	6.2	1.2%
CCC(Oc1ccccc1)C(=O)Nc1ccsc1C(=O)OC (stereo unspecified)	-4.0	-0.2%
COc1ccc(Oc2ncnc3sccc23)cc1	6.9	3.6%
Cc1nc2cc(C(=O)OCC(=O)NC(C)C(C)C)ccc2n1-c1ccccc1 (stereo unspecified)	4.4	1.2%
CC#CCCCC(=O)Nc1cccc(C(=O)O)c1	15.0	12.4%
COC(=O)C1(C(=O)OC)NOC2C(=O)N(c3ccccc3)C(=O)C21 (stereo unspecified)	8.3	-4.4%
COc1ccccc1CC(NC(C)=O)C(=O)N1CCN(C(=O)Nc2ccccc2Cl)CC1 (stereo unspecified)	8.5	-1.4%
O=C(c1cn(-c2ccccc2)nc1-c1ccc(Cl)cc1)N1CCOCC1	6.1	2.9%
O=S(=O)(c1ccccc1)N1CCN(C(=S)NCc2ccccc2)CC1	6.3	3.1%
O=C(C1CN(S(=O)(=O)c2ccccc2)CCN1S(=O)(=O)c1ccccc1)N1CCCCCC1 (stereo unspecified)	11.2	-2.4%
C=CC[C@H]1CC(Cc2ccccc2)=C[C@H](CC=C)N1	-8.5	-5.0%
CC1(C)C2([N+](=O)[O-])CN3CC1([N+](=O)[O-])CN(C2)C3c1ccc(O)c(O)c1 (stereo unspecified)	14.6	-6.8%
CCOC(=O)c1cc(CC)sc1NC(=O)CCC(=O)O	·	0.1%
Cc1ccc(NC(=O)Cn2c(O)c(N=NC(N)=O)c3ccccc32)cc1	5.8	-0.5%
Cc1nnc(SCC(=O)N(C)CC(=O)Nc2ccc(F)cc2)n1Cc1ccccc1	0.0	-4.1%
C=CCSC1=C(C#N)C(c2ccccc2OCC)C(C#N)C(=O)N1 (stereo unspecified)	10.1	-3.0%
CCCc1nc(N)sc1C(=O)OCC	-14.0	0.8%
CCOc1ccc(N=c2cc(-c3ccc(OC)cc3)oc3ccccc23)cc1	-4.0	-3.5%
O=C(NCc1cccs1)C(=O)c1c[nH]c2ccccc12	-1.8	-1.8%
CC(C(=O)NN)n1nnc(N2CCOCC2)n1 (stereo unspecified)	·	-4.7%
OCC1CCCCN1C(=S)Nc1cccc(Cl)c1 (stereo unspecified)	-5.3	1.3%
CCc1ccc(NC(=O)CSc2nnc(CC)c(CC)n2)cc1	·	3.2%
CCOc1ncccc1C(=O)OCC(=O)c1ccc(OC)c(OC)c1	4.8	-3.5%
Cc1cc2c(cc1C)/C(=N/NC(=O)c1ccccn1)CCC2	10.4	0.4%
CCOCCNC(=O)c1ccc2c3c(cccc13)CC2	·	5.2%
c1ccc2c(c1)oc1c(Nc3ccc4c(c3)OCCO4)ncnc12	4.3	1.7%
COc1ccc(/C=N/n2c(C)nc3sc(C)c(C)c3c2=O)cc1	14.6	3.7%
CCN(CC)C(=O)CSc1nnc(-c2ccc(S(=O)(=O)N3CCCC3)cc2)o1	·	7.2%
COC(=O)CN(C(=S)Nc1ccccc1)C1CC(=O)N(c2ccc(OC)cc2)C1=O (stereo unspecified)	9.2	-5.8%
COc1ccccc1N1CCN(CCCCOc2cccc3ccccc23)CC1	·	-0.4%
Cc1cccc(NC(=S)NC(NC(=O)OCc2ccccc2)C(Cl)(Cl)Cl)c1 (stereo unspecified)	-12.0	8.4%
O=C(Nc1ccon1)C12CC3CC(C1)CC(n1cnc([N+](=O)[O-])n1)(C3)C2	-11.4	-2.2%
COc1cccc(-c2nn(-c3ccccc3)cc2CN(C)C(C)c2ccncn2)c1 (stereo unspecified)	-14.1	9.4%
Cc1cc2nc(-c3ccncc3)cc(C(F)(F)F)n2n1	-6.5	0.2%
Cn1c(NC(=O)CC(C)(C)C)cc(=O)n(C)c1=O	-9.1	7.9%
O=C(CSc1nc2ccsc2c(=O)n1CC1CCC(C(=O)O)CC1)c1ccc(Cl)cc1 (stereo unspecified)	5.2	-1.8%
CC(C)(C)OC(=O)NCCc1nnc(SCc2cccc(Cl)c2)o1	-11.5	4.9%
CCCCNC(=O)CN1C(=O)C(CC)Oc2ccc(Cl)cc21 (stereo unspecified)	-4.2	-3.5%
OCC1CCCCN1C(=S)NCc1ccco1 (stereo unspecified)	·	-5.2%

Remaining list, next part
SMILES	RmlCD inh 1536	GlmU inhibition
COC(=O)c1c(NC(=O)c2ccc(Br)s2)sc2c1CCC2	-7.1	2.7%
CCCCCCCn1c(=O)c(C(=O)OC)c(N)c2ccccc21	6.6	-1.3%
COc1cccc(-c2noc(-c3ccc4c(c3)OCO4)n2)c1	-9.8	1.8%
COC(=O)C1=C(C)N(Cc2ccco2)C(=O)C1	?	7.6%
Cc1ccc(C(C(=O)NC2CCCC2)N(Cc2ccc(F)cc2)C(=O)c2csnn2)o1 (stereo unspecified)	9.4	-1.4%
CCCC1(CCC)NC(=O)N(CC(=O)Nc2cccc(OC)c2)C1=O	-9.4	3.5%
Fc1ccc(-c2n[nH]c(=S)c3ccccc23)cc1	-7.9	6.7%
CCOC(=O)c1cc(NC(=O)c2c(C)noc2C)cc(C(=O)OCC)c1	·	3.3%
O=C(CSc1ncnc2sc(-c3ccccc3)cc12)NC1CCS(=O)(=O)C1 (stereo unspecified)	·	-4.0%
CCn1nnc(NC(=O)c2c(OC)cccc2OC)n1	·	-1.6%
O=C(c1cccc(S(=O)(=O)NCc2ccccc2)c1)N1CCN(Cc2ccccc2)CC1	·	-3.0%
C[C@H](N)c1nnc(SCC(=O)N(C)C)o1	1.4	0.1%
CCCn1nc(NC(=O)C2CCCO2)c2cc3ccc(C)cc3nc21 (stereo unspecified)	6.7	1.9%
CC(CCc1ccccc1)N1CCN(Cc2ccccc2)CC1 (stereo unspecified)	·	1.8%
COc1cccc(-n2c(SCC(N)=O)nc3ccccc3c2=O)c1	-12.8	-3.2%
Cc1cc(NC(=O)CCSc2nc(-c3ccco3)cc(C(F)(F)F)n2)n(-c2ccccc2)n1	·	-2.3%
COc1ccccc1S(=O)(=O)n1cc(Cc2ccccc2)c(N)n1	8.6	0.1%
COc1ccc(CNC(=O)/C=C/C(=O)O)cc1	-7.3	-5.5%
Cc1cccc(NS(=O)(=O)c2cc(C(=O)N3CCOCC3)ccc2Cl)c1	-7.3	1.4%
CC(C)c1ccc(N=C2N=C(N)c3ccccc32)cc1	-9.6	-3.5%
Cc1[nH]nc(-c2ccc(OCc3cnn(-c4ccccc4)c3)c(C)c2O)c1Oc1ccccc1	·	-0.3%
Cc1ccc(CN2CCNC(=O)C2CC(=O)NCCCn2cccn2)o1 (stereo unspecified)	-0.6	3.0%
O=C(Nc1ccc2c(c1)OCO2)c1cccs1	40.3	2.3%
CCOC(=O)N1CCC(NC(=O)c2ccc3c(c2)N(C)CCS3)CC1	?	-2.4%
CCCC(=O)Nc1ccc(C(=O)NNC(=S)NC(=O)c2ccc(Br)o2)cc1	-9.2	5.6%
Cc1ccc(SC(C)C(=O)N2CCC(C(N)=O)CC2)cc1 (stereo unspecified)	8.2	-3.2%
COc1ccc(C)cc1S(=O)(=O)N1CCCCCC1	-1.2	2.6%
CCN1CCN(c2ccc(NC(=O)c3ccc4c(c3)[nH]c(=O)n4Cc3ccc(F)cc3)cc2)CC1	·	0.4%
O=C(NCCO)c1cc2c(s1)CCC2	·	-1.3%
COc1ccc(C(=O)Nc2cccnc2Sc2ccc(Cl)cc2)cc1	-4.5	7.2%

Exported as labelled records: part of the list above.
COc1ccc(C)cc1S(=O)(=O)N1CCCCCC1
  RmlCD inh 1536: -1.2	GlmU inhibition: 2.6%

CCN1CCN(c2ccc(NC(=O)c3ccc4c(c3)[nH]c(=O)n4Cc3ccc(F)cc3)cc2)CC1
  RmlCD inh 1536: ·	GlmU inhibition: 0.4%

O=C(NCCO)c1cc2c(s1)CCC2
  RmlCD inh 1536: ·	GlmU inhibition: -1.3%

COc1ccc(C(=O)Nc2cccnc2Sc2ccc(Cl)cc2)cc1
  RmlCD inh 1536: -4.5	GlmU inhibition: 7.2%

Next part
SMILES	RmlCD inh 1536	GlmU inhibition
O=C(/C(=C/O)N=Nc1ccccc1Cl)c1ccccc1	-0.1	1.1%
Cn1c(N)c(C(=O)COC(=O)C2(c3ccccc3F)CCCC2)c(=O)n(C)c1=O	·	-0.9%
Cc1c(CCOC(=O)C23CC4(C)CC(C)(CC(C)(C4)C2)C3)sc[n+]1CC(=O)c1ccccc1	4.2	-9.1%
CN(/N=C/c1cccnc1)c1cnc2ccccc2n1	4.0	-3.7%
O=C(Nc1ccc(Cl)cn1)c1ccc2ccccc2n1	·	-4.4%
CCc1cc(=O)oc2cc(OC(C)=O)cc(OC(C)=O)c12	13.1	1.8%
O=C1CC(N2CCN(c3ccccc3)CC2)C(=O)N1c1ccc2c(c1)OCCO2 (stereo unspecified)	·	3.5%
Cc1ccc(S(=O)(=O)Nc2n[nH]nc2C(=O)NC2CCCCC2)cc1	-8.8	0.1%
CC1(C)CC(=O)C(C=NCC(N)=O)=C(O)C1	-11.0	-4.2%
O=C(NC1CCCc2ccccc21)C12CC3CC(CC(O)(C3)C1)C2 (stereo unspecified)	3.4	0.2%
O=S(=O)(Cc1ccc(Cl)cc1)C1CCCCC1O (stereo unspecified)	77.6	-8.2%
CCc1nnc(NC(=O)CSc2nnc(C)n2-c2ccc(C)cc2)s1	-2.1	·
CCCn1c(N)c(Sc2ccc([N+](=O)[O-])cc2)c(=O)n(CCC)c1=O	-5.8	4.6%
Cc1ccc(NC(=O)Cn2nc(C)c3ccccc3c2=O)cc1F	-3.8	5.8%
CCOC(=O)c1oc2nc(C)c3c(c2c1N)CC(C)(C)OC3	·	-0.6%
Cc1ccc(CN2CCN(Cc3ccc4cc(F)ccc4n3)CC2CCO)o1 (stereo unspecified)	·	-5.8%
CCCn1c(=O)n(C)c(=O)c2c(SCc3cc(C(C)=O)ccc3OCC)nc(C3CC3)nc21	·	2.2%
COc1ccc(OC)c(S(=O)(=O)N2CCC(C(=O)N3CCOCC3)CC2)c1	5.4	0.3%
O=C(COc1ccc(Cl)cc1)N1CCN(S(=O)(=O)c2ccccc2)CC1	·	-8.7%
[O-][n+]1onc2c1CCc1nnc(-c3ccccc3)cc1-2	·	-2.9%
Cc1cccc(C)c1NC(=O)NCCCN1CCN(c2ccccc2)CC1	-4.3	-0.1%
COc1ccc([N+](=O)[O-])cc1NC(=O)c1ccco1	3.2	0.5%
CCC(C)NCCOCCOc1ccc(Cl)c2ccccc12 (stereo unspecified)	13.0	-4.7%
c1coc(-c2ccnc(-n3cccc3)n2)c1	9.4	2.4%
CCCCOP(=O)(OCCCC)C(O)c1ccc(Br)cc1 (stereo unspecified)	-7.0	3.1%
COc1ccc(C2OC(=O)CC2C(=O)NCc2ccc(Cl)cc2)cc1OC (stereo unspecified)	8.1	0.1%
COc1cccc(/C=c2\sc3nc(-c4cccs4)nn3c2=O)c1OC	11.3	·

Some of the entries so far, with two lines to a compound.
Below each compound – RmlCD inh 1536 | GlmU inhibition
OCC1CCCCN1C(=S)Nc1cccc(Cl)c1 (stereo unspecified)
→ -5.3 | 1.3%
COc1cccc(-n2c(SCC(N)=O)nc3ccccc3c2=O)c1
→ -12.8 | -3.2%
COc1ccc([N+](=O)[O-])cc1NC(=O)c1ccco1
→ 3.2 | 0.5%
CCc1cc(=O)oc2cc(OC(C)=O)cc(OC(C)=O)c12
→ 13.1 | 1.8%
CCOCCNC(=O)c1ccc2c3c(cccc13)CC2
→ · | 5.2%
CC(C)(C=O)C1=CC(=O)c2ccccc2C1=O
→ -13.7 | -3.6%

Some of the compounds tested; the hit share may differ from the screen's.
